# VEEV TC-83 Vero = inhibitors of VEEV TC-83 cytopathic effect, confirmation, Vero cells (AID 588727); Vero cells, VEEV TC-83 cytopathic effect inhibition; higher % means a stronger effect; one-dose inhibition, % at 20 µM; IC50 in µM for titrated hits; actives 0.13% (n = 350,000); in the data active = a potency from the dose series; inconclusive = inhibition mostly from about 14% at the one dose, without a potency; inactive = the rest, 99 in 100 with inhibition below about 12%; also: strong numbers were not always called active
# H37Rv inhibition = M. tuberculosis growth inhibition, HTS (AID 449762); actives 0.59% (n = 330,000); inhibition, % at 25 µM, or IC50 in µM where a hit was titrated; M. tuberculosis H37Rv growth inhibition, 7H9 media; higher % means a stronger effect; in the data active = a potency from the dose series; inconclusive = inhibition above about 70% without an active follow-up result;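 also: bacterial growth assessed after seven days of incubation; strong numbers were not always called active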
# influenza NS1A = H1N1 influenza NS1A inhibitors, functional cell based assay (AID 504329); NS1A functional cell-based assay, percent inhibition; higher % means a stronger effect; inhibition, % at 12.5 µM, or IC50 in µM where a hit was titrated; actives 0.3% (n = 340,000); in the data active = a potency from the dose series; inconclusive = inhibition above about 27% without an active follow-up result; also: strong numbers were not always called active
# Salmonella PhoP GFP = PhoP regulon inhibitors, Salmonella typhi PhoP promoter GFP reporter, confirmatory (AID 1850) | Salmonella Typhi PhoP-promoter GFP reporter, fluorescence, 4 h; higher % means a stronger effect | inhibition, % at 50 µM, or IC50 in µM where a hit was titrated | actives 0.33% (n = 310,000); in the data active = a potency from the dose series; inconclusive = inhibition mostly from about 25% at the one dose, without a potency; inactive = the rest, 99 in 100 with inhibition below about 19%;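 also: 0% = induced wells with vehicle and 100% = uninduced wells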
# M. tuberculosis = growth inhibition of non-replicating M. tuberculosis (AID 488890). Mycobacterium tuberculosis non-replicating, growth inhibition; higher % means a stronger effect. inhibition, % at 25 µM; hits with a dose series show IC50 in µM. actives 0.39% (n = 320,000); in the data active = a potency from the dose series; inconclusive = inhibition mostly from about 82% at the one dose, without a potency; inactive = the rest, 99 in 100 with inhibition below about 76%;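 also: plate controls were DMSO cells for no effect and high antibiotic wells for full effect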
# VEEV TC-83 Vero 10K pilot screen = second read-out of VEEV TC-83 Vero, no call of its own (marks repeat the call); inhibition, %; measured here: 10K pilot screen inhibition
# The depositor's hits bear a star; i = inactive; ? = inconclusive; / = not tested or not shown; & = joins results of further samples.
SMILES,VEEV TC-83 Vero,H37Rv inhibition,influenza NS1A,Salmonella PhoP GFP,M. tuberculosis,others
Cc1nn(C)c2c(=O)c(=O)c2n(C)[nH]1,7.9%,-1%,8%,-4%,-2%,
O=C(COC(=O)c1ccc(Br)cc1)NCc1ccc(F)cc1,0.8%,-1%,6%,-7%,44%,
O=C(CCCn1c(=S)[nH]c2ccsc2c1=O)Nc1ccc2c(c1)OCCO2,1.9%,5%,-6%,8%,-6%,
Cn1ccc2cc(NC(=O)Nc3cccnc3)ccc21,0.6%,-3%,-2%,-4%,-4%,
CS(=O)(=O)N1Cc2cnnn2-c2ccccc2C1C#N (centres undefined),i,/,4%,/,/,
Cc1cc(Cl)ccc1N(CC(=O)NCc1ccccc1)S(C)(=O)=O,1.0%,3%,3%,1%,86%,
CCc1ccc(CN(C)C(=O)c2cc(S(=O)(=O)N3CCOCC3)ccc2N2CCCC2)cc1,7.6%,0%,-11%,-4%,18%,
CN(C)S(=O)(=O)c1cccc(NC(=O)CSc2nnnn2-c2ccccc2)c1,0.8%,-1%,-7%,-8%,5%,
CN1CCN(C(=O)c2ccc(N3CCCC3=O)cc2)CC1,1.7%,5%,8%,-3%,0%,
COc1cc(/C=N/NC(=O)CCn2cnc(-c3ccccc3)c2-c2ccccc2)ccc1O,9.0%,13%,6%,1%,41%,
COC(=O)c1cc(C(=O)OC)cc(-n2c(C)cc(C(=O)CC#N)c2C)c1,i,-13%,2%,-4%,33%,
COc1ccc(CC2(CO)CCN(Cc3cccc(OC)c3OC)CC2)cc1,2.0%,-5%,-3%,6%,15%,
COc1ccc(OC)c(CCNC(=O)CCc2nnc3ccc(N4CCCCC4)nn23)c1,0.2%,-5%,2%,-6%,14%,
O=C(O)C1CCC(=O)N(C2CCCCC2)C1c1ccccc1Cl (centres undefined),0.8%,-10%,-2%,-1%,-21%,
NC(=O)C1CCN(C(=O)c2cc(-c3ccccc3Cl)nc3ccccc23)CC1,0.8%,-7%,1%,/,-2%,
COc1ccc(CCC(=O)Nc2ccc(S(=O)(=O)Nc3ncccn3)cc2)cc1,2.7%,0%,-9%,/,26%,
COc1c(O)cnn(-c2ccccc2)c1=O,i,-1%,-12%,-4%,3%,
Cc1cccc(NC(=O)CSc2nnc(C)c(C)n2)c1,0.8%,-1%,2%,2%,3%,
CCCCC(=O)NC(=S)Nc1ccc(NC(=O)C(C)C)c(OC)c1,0.8%,-6%,5%,0%,60%,
CCN1C(=O)[C@H]2[C@@H](c3ccc(SC4CCCCC4)cc3)N3CCCC[C@@]3(C(=O)OC)[C@H]2C1=O,0.5%,-3%,4%,-15%,-6%,
Cc1cc(C(F)(F)F)c2sc(N)nc2n1,0.3%,7%,-4%,-10%,-8%,
CC1CCCN(CCOCCOc2ccccc2-c2ccccc2)C1 (centres undefined),i,-14%,3%,1%,42%,
COc1cc(NC(=O)c2cc(Cl)ccc2Cl)ccc1-c1cc2ccccc2oc1=O,5.7%,?,-5%,1%,-11%,
Cc1cc(C(=O)NC(Cc2ccccc2)C(=O)O)c(C)o1 (centres undefined),i,4%,-7%,6%,1%,
COc1ccc2c(c1)sc(N)[n+]2Cc1cc(C)cc2cccnc12,5.6%,6%,1%,-11%,79%,VEEV TC-83 Vero 10K pilot screen=3.5
Cc1ccc(NC(=O)c2ccc(Cl)c(S(=O)(=O)Nc3c(C)n(C)n(-c4ccccc4)c3=O)c2)cc1Cl,11%,/,-8%,/,/,
COc1ccc(SC[C@H](C)CN2CC[C@H](NC(=O)OCc3ccccc3)CCC2=O)cc1,1.4%,3%,-6%,/,39%,
CCCN(C(=O)CSc1nnnn1C)c1c(N)n(Cc2ccccc2)c(=O)[nH]c1=O,2.1%,-5%,-4%,-13%,10%,
O=c1c2ccccc2nnn1CSc1nc2sc3c(c2c(=O)n1CC1CCCO1)CCC3 (centres undefined),2.3%,11%,-6%,-5%,22%,
CC1(C)C/C(=N\O)C(C(O)c2cccc([N+](=O)[O-])c2)C(C)(C)N1 (centres undefined),0.8%,4%,-1%,6%,-7%,
O=[N+]([O-])c1ccc(N2CCCC2)c(F)c1Br,i,9%,6%,-3%,77%,
COc1cccc(NC(=O)CCC2CCN(C(=O)c3cncs3)CC2)c1,i,2%,-7%,-3%,1%,
CC1CC(=O)Nc2cc([N+](=O)[O-])ccc2N1 (centres undefined),6.5%,3%,-1%,22%,-9%,
Cc1cc(C)c2cc(C(=O)Nc3ccc4c(c3)OCO4)[nH]c2c1,/,-2%,/,6%,/,
COc1ccc(Br)cc1CN1CCN(C(=O)c2ccco2)CC1,i,1%,-2%,8%,3%,
CCC(C)(C)n1nnnc1C(c1cccc(C#N)c1)N1CCN(c2cccc(C)c2C)CC1 (centres undefined),0.7%,0%,5%,-11%&-11%,34%,
Cc1ccc(Nc2cc(C)nc3nc(C)nn23)cc1,2.3%,6%,9%,2%,3%,
O=C1C(=O)N(CCCn2ccnc2)C(c2cccnc2)/C1=C(/O)c1ccc(F)cc1 (centres undefined),i,4%,-4%,-3%,8%,
O=C(NCCOc1nc(N2CCOCC2)nc(N2CCOCC2)n1)Nc1ccccc1,0.0%,-2%,0%,-6%,-3%,
CN(c1ccc(C(=O)Nc2cccnc2)cc1)S(C)(=O)=O,0.8%,-2%,0%,-4%,-16%,
NC(=O)c1ccc(Oc2ccc3c(c2)CCC3)c([N+](=O)[O-])c1,2.2%,3%,10%,1%,16%,
Cc1cc(C)n(-c2nc3ccccc3nc2N2CCCC2)n1,i,-6%,-6%,-14%,4%,
O=C(CCCn1c(=O)[nH]c2cc(Cl)ccc2c1=O)N1CCN(c2ccc([N+](=O)[O-])cc2)CC1,5.1%,/,-5%,/,/,VEEV TC-83 Vero 10K pilot screen=1.0
Cn1c(O)c(N=NC(=S)Nc2ccccc2F)c2cc(S(=O)(=O)N3CCOCC3)ccc21,2.1%,/,-4%,/,/,
COc1ccc(C=NCCCN2CCOCC2)cc1,1.3%,-1%,-3%,-5%,16%,
CC(NC(=O)c1ccccc1Cl)C1COc2ccccc2O1 (centres undefined),0.1%,10%,1%,6%,2%,
COc1ccccc1NS(=O)(=O)c1ccc(C)c(C(=O)NC2=NCCS2)c1,9.0%,6%,0%,/,29%,
CCCN(C(=O)c1ccc(S(=O)(=O)N2CCCC2)cc1)C1CCS(=O)(=O)C1 (centres undefined),0.2%,5%,1%,/,-7%,
COc1ccc(/C=N/Nc2nonc2N)cc1,0.3%,-2%,0%,-4%,-1%,
Cn1cc(CNC(=O)/C=C/c2ccc(Cl)cc2)cn1,0.2%,-1%,-5%,-2%,-1%,
# (more compounds)
SMILES,VEEV TC-83 Vero,H37Rv inhibition,influenza NS1A,Salmonella PhoP GFP,M. tuberculosis,others
COc1ccc(S(=O)(=O)NC(CC(=O)N2CCC3(CC2)OCCO3)c2ccco2)cc1 (centres undefined),0.6%,-4%,1%,-5%,5%,
COc1ccc(-c2nc(N/N=C(\C)c3ccc(O)cc3)c3ccccc3n2)cc1,13%,9%,-11%,-8%,49%,
O=C(CCC(=O)N1CCN(S(=O)(=O)c2ccc(Cl)cc2)CC1)Nc1ccc(Cl)cc1Cl,i,-1%,5%,-6%,46%,
CCC(C)(CC(=O)Nc1nccs1)c1ccccc1 (centres undefined),1.8%,4%,20%,-7%,3%,
CC(=O)c1cccc(NC(=O)c2cc(-c3ccco3)nc3ccccc23)c1,10%,5%,-6%,4%,-14%,
Cc1cccnc1NC(=S)NC(=O)/C=C/c1ccccc1,0.9%,-7%,0%,0%,-5%,
Cc1ccc(C)c(Oc2coc3cc(O)ccc3c2=O)c1,1.3%,-5%,22%,4%,2%,
CC(=O)Cc1ccc(OC(C)C)cc1,0.4%,-2%,0%,7%,4%,
O=C(CN1C(=O)COc2ccccc21)c1cccc(Cl)c1,0.6%,2%,2%,5%,12%,
CCN1CCN(c2ccc(NC(=O)c3ccc(Cl)c(S(=O)(=O)N4CCCC4)c3)cc2)CC1,4.8%,/,0%,/,/,
N=C1/C(=C\c2ccc(Br)o2)C(=O)N=C2SC(CC(=O)N3CCCCC3)=NN12,0.3%,4%,5%,11%,6%,
COc1ccc(-[n+]2c(-c3ccccc3)cc(-c3ccccc3)cc2-c2ccccc2)cc1,/,?,/,6%,?,
Cc1ccc(-n2nc(C)c3c(-c4cccs4)c(C#N)c(N)nc32)cc1,6.1%,11%,4%,-11%,32%,
CCC/C(C#CCCN1C(=O)c2ccccc2C1=O)=C1/c2ccccc2C(=O)N1c1ccccc1,6.4%,6%,3%,/,17%,
COc1ccc(N(C(=O)c2ccc(F)cc2)C2=CC3CCC(C2)N3C)cc1 (centres undefined),1.2%,4%,-6%,-14%,0%,
O=S1OC(c2ccccc2)c2cc(Cl)ccc21 (centres undefined),i,13%,-23%,11%,-10%,
O=S(=O)(Nc1ccc(-n2cccc2)cc1)c1ccc(Cl)cc1Cl,3.2%,?,-2%,5%,28%,
COc1ccc(-c2c(-c3cc(OC)cc(OC)c3)n(C)c3ccc(-c4ccc(N(C)C)nc4)cc23)cc1,0.9%,-7%,-6%,/,-2%,
Cn1nnnc1SCC(=O)Nc1ccc(Cl)c(S(=O)(=O)N2CCOCC2)c1,0.4%,0%,-8%,0%,-3%,
CC1CCCC(C)N1C(=O)Cn1cnc2cc([N+](=O)[O-])ccc2c1=O (centres undefined),1.1%,2%,15%,14%,-4%,

# Sorted by SMILES length (largest number first): some entries from above
SMILES,VEEV TC-83 Vero,H37Rv inhibition,influenza NS1A,Salmonella PhoP GFP,M. tuberculosis,others
COc1ccc(-[n+]2c(-c3ccccc3)cc(-c3ccccc3)cc2-c2ccccc2)cc1,/,?,/,6%,?,
CC1CCCC(C)N1C(=O)Cn1cnc2cc([N+](=O)[O-])ccc2c1=O (centres undefined),1.1%,2%,15%,14%,-4%,
COc1ccc(N(C(=O)c2ccc(F)cc2)C2=CC3CCC(C2)N3C)cc1 (centres undefined),1.2%,4%,-6%,-14%,0%,

# (listing goes on)
SMILES,VEEV TC-83 Vero,H37Rv inhibition,influenza NS1A,Salmonella PhoP GFP,M. tuberculosis,others
O=C(CCC1CCCN(C(=O)C2=CCCC2)C1)N1CCN(c2ccccn2)CC1 (centres undefined),i,1%,2%,2%,-9%,
CC(Nc1ccc2c(c1)OCCO2)C(=O)Nc1ccc2c(c1)OCO2 (centres undefined),0.1%,27%,12%,9%,-18%,
O=C1C2C3c4ccccc4C(c4ccccc43)[C@@H]2C(=O)N1c1ccccn1 (some centres undefined),5.6%,-3%,-20%,5%,0%,
O=C(COC(=O)c1ccc(S(=O)(=O)N2CCCC2)cc1)Nc1cccc(F)c1,0.7%,7%,8%,/,-22%,
COc1ccc(CC(=O)OCC(=O)NC(=O)NC2CCCC2)cc1,0.1%,-1%,-5%,/,62%,
CCn1c(SCC(=O)NC2CC2)nnc1-c1csc(C)c1,0.7%,-5%,12%,-7%,3%,
O=C(CN1CCN(S(=O)(=O)c2ccccc2F)CC1)NCC1(N2CCOCC2)CCCCC1,0.2%,-15%,-8%,/,14%,
CCc1nnc(NC(=O)C2CC(=O)N(CCc3ccc(F)cc3)C2)s1 (centres undefined),1.9%,0%,-7%,7%,-8%,
Cc1ccc(C)c(CN2C(=O)COc3ccc(C(=O)c4ccccc4C(=O)O)cc32)c1,0.4%,15%,5%,-1%,3%,
CC1=NN(c2ccccc2)C(=O)/C1=C/c1c(O)n(-c2ccc(F)cc2)[nH]c1=O,1.2%,0%,31%,4%,8%,

# Copied from the listing, four compounds:
SMILES,VEEV TC-83 Vero,H37Rv inhibition,influenza NS1A,Salmonella PhoP GFP,M. tuberculosis,others
O=C(CCC1CCCN(C(=O)C2=CCCC2)C1)N1CCN(c2ccccn2)CC1 (centres undefined),i,1%,2%,2%,-9%,
CC(Nc1ccc2c(c1)OCCO2)C(=O)Nc1ccc2c(c1)OCO2 (centres undefined),0.1%,27%,12%,9%,-18%,
O=C1C2C3c4ccccc4C(c4ccccc43)[C@@H]2C(=O)N1c1ccccn1 (some centres undefined),5.6%,-3%,-20%,5%,0%,
O=C(COC(=O)c1ccc(S(=O)(=O)N2CCCC2)cc1)Nc1cccc(F)c1,0.7%,7%,8%,/,-22%,

# Next section:
SMILES,VEEV TC-83 Vero,H37Rv inhibition,influenza NS1A,Salmonella PhoP GFP,M. tuberculosis,others
C=CCOc1nc(-c2ccncc2)nc2ccccc12,1.8%,5%,6%,-8%,11%,
O=C(c1ccc2c(c1)N(Cc1ccc(F)cc1)CCS2)N1CCC2(CC1)OCCO2,7.9%,-2%,-1%,1%,13%,
O=C(COc1ccccc1)N1CCN=C1SCc1ccccc1F,2.0%,0%,-16%,-5%,29%,
O=C(Nc1ccc(F)cc1F)N1CCCCCC1,2.0%,2%,15%,-6%,-3%,
CN1C(=O)C2(OCC(COc3ccc(Cl)cc3)O2)c2ccccc21 (centres undefined),0.7%,15%,-1%,-3%,8%,

# Assay outcomes as filed in PubChem BioAssay.
